Screening data from PubChem.
FEN1 inhibitor: qHTS Assay for the Inhibitors of Human Flap endonuclease 1 (FEN1) | Recombinant FEN1 flap cleavage, fluorescence, 15 min | AID 588795, 2011 | Potency, µM (doses to about 114 µM), without a hit: at the top dose activity change, negative = inhibition, hits mostly inhibitors | actives 0.35% (n = 390,000) | P39748; also: nearly all actives have a fitted effect of over 65% in size
Target sequence (P39748 whole entry, looked up): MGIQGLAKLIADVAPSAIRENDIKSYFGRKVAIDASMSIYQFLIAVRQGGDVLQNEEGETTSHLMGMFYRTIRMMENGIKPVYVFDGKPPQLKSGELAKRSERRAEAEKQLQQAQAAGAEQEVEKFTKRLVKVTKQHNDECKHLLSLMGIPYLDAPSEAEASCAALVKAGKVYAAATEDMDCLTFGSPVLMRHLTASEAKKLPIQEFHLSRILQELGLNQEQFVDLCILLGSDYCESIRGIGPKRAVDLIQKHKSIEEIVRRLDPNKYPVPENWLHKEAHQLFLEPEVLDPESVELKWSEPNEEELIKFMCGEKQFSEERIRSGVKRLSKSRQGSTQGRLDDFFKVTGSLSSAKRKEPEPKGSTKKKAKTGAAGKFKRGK
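Nuclease activity of 10 nM FEN1 was measured after 15 min of room-temperature exposure to titrated compounds, by adding 50 nM flap substrate and reading plates at 0 and 15 min.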
N370S GC: qHTS Assay for Inhibitors and Activators of N370S glucocerebrosidase as a Potential Chaperone Treatment of Gaucher Disease; N370S GC spleen homogenate, 4MU-glucoside fluorescence; Potency, µM (doses to about 59.4 µM), without a hit: top-dose activity change, negative = inhibition, hits mostly inhibitors; actives 0.092% (n = 330,000);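 also: 0% = full enzyme activity and -100% = no enzyme basal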
TDP1 block: qHTS Assay for Inhibitors of Tyrosyl-DNA Phosphodiesterase (TDP1). recombinant TDP1, AlphaScreen DNA substrate cleavage. actives 0.28% (n = 350,000). Potency, µM (doses to about 130 µM), for inactives: top-dose activity change, negative = inhibition, hits mostly inhibitors. Tyrosyl-DNA phosphodiesterase 1 (Homo sapiens), Q9NUW8; also: nearly all actives have a fitted effect of over 40% in size
Target sequence (Q9NUW8 whole entry, looked up): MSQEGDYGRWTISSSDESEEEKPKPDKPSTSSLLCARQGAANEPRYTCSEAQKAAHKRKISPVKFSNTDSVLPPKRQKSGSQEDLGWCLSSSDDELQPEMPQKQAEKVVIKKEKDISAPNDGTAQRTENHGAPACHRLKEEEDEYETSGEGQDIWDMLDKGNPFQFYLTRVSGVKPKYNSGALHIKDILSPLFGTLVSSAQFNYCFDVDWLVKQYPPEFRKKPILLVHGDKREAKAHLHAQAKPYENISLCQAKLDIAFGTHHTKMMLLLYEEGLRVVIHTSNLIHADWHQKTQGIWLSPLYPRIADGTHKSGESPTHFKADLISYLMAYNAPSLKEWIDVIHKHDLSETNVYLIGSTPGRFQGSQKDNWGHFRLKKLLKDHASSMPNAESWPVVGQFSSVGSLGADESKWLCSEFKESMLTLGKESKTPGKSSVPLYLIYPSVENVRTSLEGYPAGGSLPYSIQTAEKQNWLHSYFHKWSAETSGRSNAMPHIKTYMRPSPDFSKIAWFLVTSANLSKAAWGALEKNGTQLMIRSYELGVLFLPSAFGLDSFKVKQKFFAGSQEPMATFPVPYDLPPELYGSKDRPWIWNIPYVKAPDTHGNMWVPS
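Here, a 5' biotin and 3' phosphotyrosine-FITC DNA oligonucleotide reports Tdp1 activity: intact substrate bridges AlphaScreen beads, while cleavage leaves a 3' phosphate and drops signal. All incubations at room temperature.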
An asterisk follows results filed as active; ? = inconclusive; . = not tested or not shown; & = joins results of further samples; [ ] = dose if it differs, or a comment. Calls follow the shape of the dose curve; as a rule, active = well fitted curve in the direction sought with a large enough effect; inconclusive = small, poorly fitted or top-dose-only effect, or another doubt; inactive = no such curve, though single readings can be large; an effect the other way counts as inactive or inconclusive. Unless noted, % is scaled to controls: 0 for no effect and ±100 for the full control effect; potency is read from the fitted curve at half-maximal effect.

The first four compounds, to show the layout:
SMILES | FEN1 inhibitor | N370S GC | TDP1 block
COc1nnc(-c2ccc(N3CCCCC3)c(NC(=O)c3ccc(C)cc3)c2)c2ccccc12 | -10% | . | -3%
O=C(/C=C/c1ccc(Cl)cc1)NC(=S)Nc1ccc(NC(=O)c2ccco2)cc1 | -11% | -1% | 3%
Cn1nnnc1SCCNC(=O)C1CCC(=O)N(CCc2cccc(F)c2)C1 (stereo not given) | -5% | 0% | 4%
COc1ccc(C=O)cc1CN1CCCN(Cc2ccccc2F)S1(=O)=O | -14% | 26% | .

The listing, from the first entry:
SMILES | FEN1 inhibitor | N370S GC | TDP1 block
COc1nnc(-c2ccc(N3CCCCC3)c(NC(=O)c3ccc(C)cc3)c2)c2ccccc12 | -10% | . | -3%
O=C(/C=C/c1ccc(Cl)cc1)NC(=S)Nc1ccc(NC(=O)c2ccco2)cc1 | -11% | -1% | 3%
Cn1nnnc1SCCNC(=O)C1CCC(=O)N(CCc2cccc(F)c2)C1 (stereo not given) | -5% | 0% | 4%
COc1ccc(C=O)cc1CN1CCCN(Cc2ccccc2F)S1(=O)=O | -14% | 26% | .
O=[N+]([O-])c1cccc(-c2noc(-c3cccs3)n2)c1 | 2% | 4% | 0%
COC(=O)c1ccc(OCC2c3cc(OC)c(OC)cc3CCN2C(=O)COc2ccc(Cl)cc2)cc1 (stereo not given) | -6% | . | 10%
COc1ccc(Cc2nc3ccc(C(=O)N(C)CCO)cc3o2)cc1 | 4% | -3% | .
O=C(COc1ccc(-c2nnco2)cc1)NCc1ccccc1Cl | -5% | 4% | 0%
COc1ccc(NC(=S)Nc2ccc3cn[nH]c3c2)cc1 | 4% | -4% | 0%
CC1=Nc2cc(C(=O)N3CCCC3)ccc2Sc2c(C)ccc(C)c21 | 15% | -8% | 3%
COc1ccc(NC(=S)N(CCN2CCOCC2)Cc2ccccc2F)cc1 | 1% | -16% | 0%
NC1=NC(=O)/C(=C\c2cccs2)S1 | -5% | -8% | 3%
COc1ccc(CNC(=O)CN(Cc2ccco2)C(=O)CCC(=O)Nc2ccccn2)cc1 | -3% | 8% | -2%
Nc1ncc(Br)cc1S(=O)(=O)NCCC(=O)NC1CCCCC1 | -3% | -8% | 5%
COc1ccc(C2(O)CCN(CC(=O)Nc3nc(-c4ccccc4)cs3)CC2)cc1 | -20% | -3% | 8%
CC(C)CNC(=O)NC(=O)COC(=O)c1cc(F)cc(F)c1 | -3% | -15% | -1%
Cc1ccc(C)c(S(=O)(=O)Nc2ccc(O)c(Sc3ncn[nH]3)c2)c1 | -1% | -1% | .
CC(CCc1ccccc1)NC(=O)CN(C)Cc1ccccc1F (stereo not given) | 5% | -2% | -2%
CCC(C)NC(=O)C1CCN(S(=O)(=O)c2cccs2)CC1 (stereo not given) | -16% | -1% | 7%
CC(=O)N1CCc2cc(C(=O)CN3CCCN(Cc4ccc(F)cc4)C3)ccc21 | . | -18% | 4%

A run of entries from further up:
SMILES | FEN1 inhibitor | N370S GC | TDP1 block
COc1ccc(NC(=S)N(CCN2CCOCC2)Cc2ccccc2F)cc1 | 1% | -16% | 0%
NC1=NC(=O)/C(=C\c2cccs2)S1 | -5% | -8% | 3%
COc1ccc(CNC(=O)CN(Cc2ccco2)C(=O)CCC(=O)Nc2ccccn2)cc1 | -3% | 8% | -2%

Carrying on.
SMILES | FEN1 inhibitor | N370S GC | TDP1 block
C[C@@H]1CN=C2N(CCNC(=O)CCC3CCCCC3)[C@H](Cc3ccc(O)cc3)CN21 | -4% | -12% | 4%
c1ccc(-n2c(SCc3nc(-c4cccs4)no3)nnc2-c2ccco2)cc1 | 2% | 12% | 2%
CCCCNS(=O)(=O)c1ccc2c(c1)oc(=O)n2CC(=O)OCC | -5% | -3% | -3%
COc1ccc(CNC(=O)NC(C)(C)c2cccc(C(C)(C)NC(=O)NCc3ccc(OC)cc3)c2)cc1 | 1% | 1% | -3%
CC(=O)c1ccc(NC(=O)N2CCN(c3cccc(Cl)c3)CC2)cc1 | -18% | ? | -1%
O=S(=O)(/N=C(/Nc1ccccn1)c1ccccc1)c1ccc(Cl)cc1 | 7% | 10% | 4%
Cc1ccc(NC(=S)Nc2ccccn2)c(C)c1 | -8% | 17% | 4%
Cc1nn(-c2ccccc2)c(Cl)c1/C=N/Nc1nc2ccccc2n1C | 5% | -26% | 3%
O=C(C1CCCN1S(=O)(=O)c1cccc2cccnc12)N1CCc2ccccc2C1 (stereo not given) | -1% | 4% | 2%
Cc1ccc(-n2nc3c(=O)n(C(C)C(=O)NCc4ccccc4Cl)nc(C)c3c2C)cc1 (stereo not given) | 4% | 4% | 1%
COCCn1nnnc1C(c1cc(OC)ccc1OC)N1CCc2ccccc2C1 (stereo not given) | -2% | 6% | 10%
COc1ccc(NC(=O)c2cn(C)c(=O)c3cc(OC)c(OC)cc23)cc1OC | -20% | -8% | .
CCc1ccc(NC(=O)COC(=O)c2ccc(Cl)c(S(=O)(=O)N3CCCCCC3)c2)cc1 | -10% | 3% | 4%
O=C(Nc1ccccc1N1CCOCC1)c1cc(Br)c(Br)s1 | -7% | -3% | 6%
COc1cccc(-c2cc(C(=O)Nc3cc(OC)c(OC)c(OC)c3)on2)c1 | -15% | . | 3%
CSCCC(NC(=O)c1ccccc1)C(=O)NNC(=O)c1csc(N2CCOCC2)n1 (stereo not given) | -4% | -4% | 1%
O=C(NCCc1csc(-c2ccc(F)cc2)n1)c1c(F)cccc1Cl | 12% | . | 1%
CC(=O)OCC1=C(C(=O)O)N2C(=O)C(NC(=O)C(C)Cn3cc(Cl)cn3)C2SC1 (stereo not given) | 16% | 6% | 0%
CCN(CC)CCCNC(=O)c1ccc2c(=O)n(Cc3ccc4c(c3)OCO4)c(=S)[nH]c2c1 | 0% | -24% | 8%
Cc1ccc2c(n1)sc1c(-c3ccc(Br)cc3)c(C#N)c(N)nc12 | -1% | 2%[12.8 µM] | -2%
CCOC(=O)CCc1c(C)c2c(C)nn(-c3ccccc3)c2[nH]c1=O | -11% | 14% | -3%
CCOC(=O)c1nn(-c2ccc(F)cc2)c2c1CC/C2=C/c1ccccc1 | -6% | -17% | -2%
CSc1ncccc1C(=O)Nc1nc(C(C)(C)C)cs1 | 2% | -1% | 0%
O=[N+]([O-])c1ccc(Cc2nnc(-c3ccccc3Cl)o2)cc1 | 16% | -5% | 0%
Cc1ccc(NC(=O)C(c2ccccc2)C2CCCC2)cc1 (stereo not given) | -15% | 9% | 8%
O=C(O)CN(c1ccc(F)cc1)S(=O)(=O)c1ccc2c(c1)OCCO2 | -3% | -1% | 4%
CCOc1ccccc1N1CCN(C(=O)c2ccccc2SCC(=O)N2CCCC2)CC1 | -2% | -5% | 9%
Cc1nn(-c2c(Cl)cc(Cl)cc2Cl)c(=O)c2ccccc12 | 8% | 11% | -9%
COc1ccc(N2CCN(Cc3nc4c(c(=O)[nH]c(=O)n4C)n3CC(C)C)CC2)cc1 | 16% | . | -1%
Cc1cccc(CNC(=O)CN2CC(C)Sc3ccccc32)c1 (stereo not given) | 4% | . | 5%
COc1ccc(C(=O)NCCOc2ccccc2Cl)c(OC)c1OC | 1% | 0% | .
CC(NC(=O)C1CCC(CNS(=O)(=O)c2ccccc2)CC1)c1ccc2c(c1)OCCO2 (stereo not given) | . | -5% | 1%
O=C(NCCCN1CCN(CCCNC(=O)c2cccc([N+](=O)[O-])c2)CC1)c1cccc([N+](=O)[O-])c1 | 1% | -10% | 5%
CC(=O)Nc1ccc2nc(NC(=O)CCc3ccccc3)sc2c1 | -13% | -12% | 1%
CCn1cc(C(=O)O)c(=O)c2cc(F)c(N3CCN(C(=S)NC(=O)c4cc(OC)cc(OC)c4)CC3)cc21 | 22% | 0% | 45µM*
CC(=O)c1cccc(NC(=O)CSc2nc(=O)n(CCN3CCOCC3)c3c2CCC3)c1 | 2% | -23% | .
O=C(CSc1nnc(-c2ccc(F)cc2)c2ccccc12)Nc1cccc(Cl)c1 | -5% | 27% | 2%
COc1cccc(NC(=S)N/N=C2/CCCCc3ccccc32)c1 | -19% | -2% | 9%
Cc1ccc2sc(NC(=O)c3cccc(N4C(=O)CCC4=O)c3)nc2c1C | 14% | -2% | 2%
N=C(CC(O)COc1ccccc1-c1ccccc1)N1CCCCC1 (stereo not given) | . | -7%&-16% | 8%&21%
CN(CC(=O)Nc1ccc(F)cc1)CC(=O)NC1CCCCC1 | -8% | . | -1%[56.1 µM]
O=C(Cc1ccccc1)Nc1nc2ccc(Cl)cc2c2nc(-c3ccco3)nn12 | . | 4%&13% | 6%&2%
Clc1ccc(C(c2ccccc2)N2CCN(c3ccccn3)CC2)cc1 (stereo not given) | -12% | -22% | 3%
O=C(c1ccc(C(=O)N2CCCc3ccccc32)nc1)N1CCCc2ccccc21 | -4% | 9% | 0%
Nn1c(SCC(=O)NC2CCCCC2)nnc1-c1ccco1 | -21% | . | 0%
CC1=CCC2C(=O)N(c3ccc4ccccc4n3)C(=O)C2C1 (stereo not given) | 8% | 8% | 6%
CC1=C(C(=O)Nc2ccccc2)C(c2cccnc2)n2nc(SCc3ccccc3Cl)nc2N1 (stereo not given) | 10% | . | 6%
CCOc1ccc(-n2c(SCC(=O)Nc3ccc(F)cc3)nc3c([nH]c4ccccc43)c2=O)cc1 | 19% | . | 2%
Cc1ccc(-c2nn(-c3ccccc3)cc2/C=N/O)cc1 | -26% | -2% | .
CCn1c2ccccc2c2cc(NC(=O)c3coc(=O)c(Br)c3)ccc21 | . | -20% | 1%

Entries above shown as hits in TDP1 block:
SMILES | FEN1 inhibitor | N370S GC | TDP1 block
CCn1cc(C(=O)O)c(=O)c2cc(F)c(N3CCN(C(=S)NC(=O)c4cc(OC)cc(OC)c4)CC3)cc21 | 22% | 0% | 45µM*

(more compounds)
SMILES | FEN1 inhibitor | N370S GC | TDP1 block
COc1ccc(S(=O)(=O)Nc2ccc(-n3cccc3)cc2)cc1 | -9% | 3% | 12%
O=C(O)c1[nH]c2ccc(Cl)cc2c1CC(=O)N1CCN(c2ccccc2)CC1 | 2% | -5% | 5%
Cc1nccn1CCOc1ccccc1Cl | -1% | 1% | .
O=C(NC1(C(F)(F)F)NC(=O)N(C2CCCCC2)C1=O)C1CC1 (stereo not given) | 8% | -4% | .
COc1ccccc1C(=O)NNC(=O)c1ccccc1[N+](=O)[O-] | -12% | -13% | 2%
O=C(CSc1nnnn1C1CCCCC1)Nc1ccc(F)cc1 | -1% | -1% | -4%
O=C(O)COc1ccc(/C=C/c2nc(-c3ccccc3O)n[nH]2)cc1 | -14% | 5% | .
CCCCN1C[C@H](Cc2ccccc2)[C@@H](CC(=O)Nc2ccccc2)C1=O | 6%&-16% | -10% | .
COC(=O)c1sc(-c2ccc(C(C)(C)C)cc2)cc1NC(=O)CSCC(=O)O | -4% | 15% | 6%
Cc1n[nH]c(C)c1Sc1ccccc1N=Cc1cc([N+](=O)[O-])ccc1O | . | 8% | 8%
COc1ccc(C(=O)N2CCCC(c3nc(-c4cc(OC)c(OC)c(OC)c4)no3)C2)cc1 (stereo not given) | 12% | 2% | 3%
O=C(Nc1cc(-c2ccc(F)c(F)c2)no1)c1ccccc1F | 3% | . | -1%
CC1(C(=O)NC(=S)NNC(=O)c2ccncc2)CCCCC1 | 2% | 1% | 0%
CCOc1ccc(S(=O)(=O)c2c(C(=O)c3ccccc3)cnc3cc4c(cc23)OCCO4)cc1 | 9% | 6% | 5%
C[C@H](NC(=O)c1[nH]cnc1C(=O)Nc1cccc(Cl)c1)c1ccccc1 | 13% | . | 1%
O=C(/C=C/c1ccc(F)cc1)NCCC1=CCCCC1 | -9% | -13% | 4%
CCCCn1c(O)c(/C=C2\C=NN=C2c2ccccc2)sc1=S | 0% | 11% | 3%
Nc1ccc2nc3c(c(Cl)c2c1)CCCC3 | -6% | 5% | 0%
CC(C)(C)OC(=O)C[C@H]1C/C=C\C[C@@H](CC(=O)N(CCO)Cc2ccccc2)C(=O)N[C@H](Cc2ccccc2)COC1=O | 7% | . | -6%
COc1cccc(CNS(=O)(=O)c2ccc(S(=O)(=O)NC3CC3)cc2)c1 | 7% | -7% | .
CC(C(=O)N1CCc2ccccc21)N1CCN(S(=O)(=O)c2ccc(C(F)(F)F)cc2)CC1 (stereo not given) | -7% | . | 1%
O=C(CCN1C(=O)/C(=C/c2ccccc2)SC1=S)NCCc1ccc(O)cc1 | -3% | -1% | 2%
CC(=O)Nc1ccc(NC(=O)c2cccc(Oc3ccccc3)c2)cc1 | -1% | 2% | 1%
O=C(OCc1cc(Cl)ccc1OC(F)F)c1cncc(Br)c1 | -14% | 9% | 3%
Cc1cc(C)cc(N(C)S(=O)(=O)c2nnc(NC(=O)COc3ccc(Cl)cc3)s2)c1 | -13% | . | 4%
CCOc1ccccc1CNS(=O)(=O)c1ccc2c(c1)CCCN2C(C)=O | -8% | . | 7%
